KCNQ2 inh: KCNQ2 potassium channel inhibitors, primary screen, cell-based, CHO-K1, FluxOR thallium flux, B-score (AID 2156). 20 min; hits give low values. B-score at 10 µM. actives 1.1% (n = 310,000). O88943;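 active = fluorescence ratio B-score at most minus 3 library SDs, with starting brightness B-score within 2 library SDs, cut at about -5.5 in these data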
Target sequence (O88943 whole entry, looked up): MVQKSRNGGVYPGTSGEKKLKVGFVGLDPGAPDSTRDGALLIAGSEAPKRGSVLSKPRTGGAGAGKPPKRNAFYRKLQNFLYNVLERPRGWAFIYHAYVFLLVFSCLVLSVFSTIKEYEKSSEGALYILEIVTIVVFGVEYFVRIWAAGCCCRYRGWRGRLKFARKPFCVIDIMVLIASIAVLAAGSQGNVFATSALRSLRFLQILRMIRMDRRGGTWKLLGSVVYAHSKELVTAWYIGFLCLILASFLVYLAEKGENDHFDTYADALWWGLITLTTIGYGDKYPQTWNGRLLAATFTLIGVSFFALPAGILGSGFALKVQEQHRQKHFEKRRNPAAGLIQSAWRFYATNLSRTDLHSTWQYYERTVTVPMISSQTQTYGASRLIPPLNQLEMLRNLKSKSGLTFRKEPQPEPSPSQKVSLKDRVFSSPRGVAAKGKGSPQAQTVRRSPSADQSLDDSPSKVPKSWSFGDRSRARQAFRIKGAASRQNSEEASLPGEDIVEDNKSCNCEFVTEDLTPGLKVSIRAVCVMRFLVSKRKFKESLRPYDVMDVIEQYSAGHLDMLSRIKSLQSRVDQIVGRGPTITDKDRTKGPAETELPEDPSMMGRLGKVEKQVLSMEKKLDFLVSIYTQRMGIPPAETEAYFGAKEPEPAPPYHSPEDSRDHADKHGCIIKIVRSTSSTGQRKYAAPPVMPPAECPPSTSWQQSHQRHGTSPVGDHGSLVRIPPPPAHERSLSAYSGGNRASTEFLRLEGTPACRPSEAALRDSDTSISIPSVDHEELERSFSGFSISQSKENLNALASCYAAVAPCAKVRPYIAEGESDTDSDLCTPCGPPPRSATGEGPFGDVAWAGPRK
Kir21 inh: inhibitors of mouse Kir2.1 inward-rectifier potassium channel | actives 0.85% (n = 310,000) | HEK293-Kir2.1, FluxOR thallium flux fluorescence; hits give low values | B-score at 10 µM | AID 1672;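 active = fluorescence ratio B-score at or below minus 3 SD of library scores, with starting-brightness B-score within 2 SD, cut at about -4.2 in these data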;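 also: channel flux triggered by added potassium and thallium sulfate stimulus; B-score of peak minus minimum fluorescence over baseline after thallium stimulus; more negative B-score means stronger Kir2.1 block with less thallium influx; some compounds called inactive have numbers as strong as hits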
The depositor's hits bear a star; & = joins results of further samples.

`COc1ccc(NC(=O)Cc2nnc(SCC(=O)Nc3ccc(F)cc3)n2C)cc1` gave KCNQ2 inh inactive and Kir21 inh 1.3.
For Nn1c(SCc2cccc3ccccc23)nnc1-c1ccco1 the results were KCNQ2 inh inactive and Kir21 inh 0.02.
O=C(Cn1ncc2c([nH]c3ccccc32)c1=O)NCC1CCN(Cc2ccccc2F)CC1 was read as KCNQ2 inh inactive and Kir21 inh 0.09.
For CC(C)C(=O)N(c1ccc2oc(=O)sc2c1)S(=O)(=O)c1ccccc1 the results were KCNQ2 inh inactive and Kir21 inh 1.7.
Screening Cc1ccc(NC(=O)C(=O)NCc2ccc(/C=N/NC(=O)c3c(C)nc4ccccn34)o2)cc1 returned KCNQ2 inh inactive and Kir21 inh 1.
Screening O=C(NC(=S)Nc1cccc(NC(=O)c2ccccc2)c1)c1cccc([N+](=O)[O-])c1 returned KCNQ2 inh inactive and Kir21 inh -0.35.
Screening CC(=O)c1ccc(N2CCN(CC(O)COC(c3ccccc3)c3ccccc3C)CC2)cc1 (stereo not given) returned KCNQ2 inh inactive and Kir21 inh 0.33.
For Cc1nnc2c(NC3CCCC3)nc3ccccc3n12 the results were KCNQ2 inh inactive and Kir21 inh -1.2.
`CCNC(=S)NNC(=O)c1nn(C)c(C)c1Cl` gave KCNQ2 inh inactive and Kir21 inh -2.2.
Screening Cn1c(SCc2ccc(Br)cc2)nnc1-c1ccccn1 returned KCNQ2 inh inactive and Kir21 inh 0.3.
For COc1ccc(CCNC(=O)c2[nH]c(C)c(C(C)=O)c2C)cc1OC the results were KCNQ2 inh inactive and Kir21 inh -0.94.
For CC/C(Cc1ccccc1)=N\NC(=O)c1cc(C)oc1C the results were KCNQ2 inh inactive and Kir21 inh -0.14.
Screening CC(C)(Oc1ccc(Cl)cc1)C(=O)Nc1ccc2oc(-c3ccncc3)nc2c1 returned KCNQ2 inh inactive and Kir21 inh 0.03.
For Cc1ccc(NS(=O)(=O)c2ccc(C)c(NC(=O)COc3ccc4ccccc4c3)c2)c(C)c1 the results were KCNQ2 inh inactive and Kir21 inh -1.9.
COc1ccc(CNC(=O)CN(Cc2ccco2)C(=O)CNS(=O)(=O)c2ccccc2)cc1 was read as KCNQ2 inh inactive and Kir21 inh -1.2.
For Cc1cc(C(=O)Nc2ccccc2C)n(-c2ccccc2)n1 the results were KCNQ2 inh inactive and Kir21 inh -2.
Screening Cc1csc(NC(=O)CSc2nnc(-c3cccs3)n2C)n1 returned KCNQ2 inh inactive and Kir21 inh 1.6.
Screening O=C(CSc1ncn(-c2ccccc2)n1)Nc1ccc2c(c1)OCCO2 returned KCNQ2 inh inactive and Kir21 inh 0.21.
For CCOC(=O)N1CCN=C1SCc1ccc(C(F)(F)F)cc1 the results were KCNQ2 inh inactive and Kir21 inh 1.
N#CC1=C(N)N(c2ccccc2C#N)C2=C(C(=O)CCC2)C1c1ccsc1 (stereo not given) was read as KCNQ2 inh inactive and Kir21 inh -0.55.
Screening CCOc1cc(/C=C2\CCn3c2nc2cc(Cl)ccc2c3=O)ccc1O returned KCNQ2 inh inactive and Kir21 inh 0.01.
Screening COCCN(C(=O)c1ccc(OC2CCN(S(=O)(=O)N(C)C)CC2)cc1)C(C)C returned KCNQ2 inh inactive and Kir21 inh 0.99.
`Cc1cc(C)cc(N(CCC#N)C(=O)COC(=O)CNC(=O)c2sc3ccccc3c2Cl)c1` gave KCNQ2 inh inactive and Kir21 inh 0.69.
`COC(=O)c1cccc(NC(=O)CCNC(=O)c2ccco2)c1` gave KCNQ2 inh inactive and Kir21 inh 0.52.
COc1ccccc1NC(=O)N1c2ccc(F)cc2CCC1C (stereo not given) was read as KCNQ2 inh inactive and Kir21 inh 0.77.
For C=CCNC(=S)NCc1ccccc1 the results were KCNQ2 inh inactive and Kir21 inh 1.7.
O=C(CSc1nnc2c(Cl)cc(C(F)(F)F)cn12)N(Cc1ccccc1)Cc1ccccc1 was read as KCNQ2 inh inactive and Kir21 inh -1.7.
Screening O=C(/C=C/c1ccc(F)cc1)NC(=S)N1CCN(Cc2ccccc2)CC1 returned KCNQ2 inh inactive and Kir21 inh -1.6.
Cc1ncsc1CCSc1nc2ccccc2c(=O)n1C was read as KCNQ2 inh inactive and Kir21 inh -2.2.
For Cn1c(NCc2ccco2)nc2ccccc21 the results were KCNQ2 inh inactive and Kir21 inh 2.1.
Cc1cccc(-n2c(=O)c3c(C)c(C)sc3n(CC(N)=O)c2=O)c1 was read as KCNQ2 inh inactive and Kir21 inh -1.2.
O=C(NCc1nnc(SCC(=O)N2CCC(Cc3ccccc3)CC2)o1)c1ccccc1F was read as KCNQ2 inh inactive and Kir21 inh 0.
For CCOc1ccc(NC(=S)N2CCCCCC2)cc1 the results were KCNQ2 inh inactive and Kir21 inh 0.56.
`Cc1nc2nc(C)c(CCC(=O)NCCCN3CCN(c4cccc(Cl)c4)CC3)c(C)n2n1` gave KCNQ2 inh inactive and Kir21 inh 0.97&-1.1.
CCc1c(C)nc(N2CCN(c3ccccc3)CC2)[nH]c1=O was read as KCNQ2 inh inactive and Kir21 inh 1.1.
`O=C(Nc1ccc(Br)cc1)c1cc(S(=O)(=O)Nc2ccccn2)ccc1Cl` gave KCNQ2 inh inactive and Kir21 inh -0.87.
COc1ccc(N(CC(=O)N2CCCCCC2)S(C)(=O)=O)cc1Cl was read as KCNQ2 inh inactive and Kir21 inh -0.9.
CCOc1ccc(/C=C2\CCC(C3CCCC3)C2=O)cc1 (stereo not given) was read as KCNQ2 inh inactive and Kir21 inh 2.3.
Screening COc1ccc(-n2c(Cc3ccccc3)nnc2SCc2ccc([N+](=O)[O-])cc2)cc1 returned KCNQ2 inh inactive and Kir21 inh -0.19.
CC(C)(C)C(=O)NC1(C(F)(F)F)NC(=O)N(Cc2ccccc2)C1=O (stereo not given) was read as KCNQ2 inh inactive and Kir21 inh -1.5.
COc1ccc(Cn2cnc3c([N+](=O)[O-])c(C)c(C)cc32)cc1 was read as KCNQ2 inh inactive and Kir21 inh -4.2.
`CCS(=O)(=O)c1ccc(C(=O)NC)c(Cl)c1Cl` gave KCNQ2 inh inactive and Kir21 inh -0.17.
`CN(CC(=O)Nc1cccc(F)c1)C(=O)c1ccc(NC2CC2)c([N+](=O)[O-])c1` gave KCNQ2 inh inactive and Kir21 inh 0.17.
`Cc1ccc(S(=O)(=O)N2CCC(=O)N(C(COCc3ccc(Cl)cc3)C(C)C)CC2)cc1` (stereo not given) gave KCNQ2 inh inactive and Kir21 inh 0.32.
`CCOC(=O)CN1C(=N)N(c2nc(NC(C)C)nc(NC(C)C)n2)CC1=O` gave KCNQ2 inh inactive and Kir21 inh 0.6.
Screening O=C1CC(N2CCC(c3nc4ccccc4o3)CC2)C(=O)N1c1cc(Cl)cc(Cl)c1 (stereo not given) returned KCNQ2 inh inactive and Kir21 inh 1.
For Cc1ccc(C(=O)N2CCC3(CC2)Oc2ccc(Cl)cc2C(=O)C32CC(c3ccccc3)=NO2)s1 (stereo not given) the results were KCNQ2 inh inactive and Kir21 inh -0.46.
`Cc1cccc(N2CCN(c3cc(C)nc4nnnn34)CC2C)c1` (stereo not given) gave KCNQ2 inh inactive and Kir21 inh 3.2.
For COc1ccc(N2C(=O)CC(NCC#N)C2=O)cc1 (stereo not given) the results were KCNQ2 inh inactive and Kir21 inh 0.83.
Screening COC(=O)Oc1ccc(/C=N/NS(=O)(=O)c2ccccc2)cc1OC returned KCNQ2 inh inactive and Kir21 inh 0.46.
For C=C(C)C1CC=C(C)/C(=N/NC(=S)Nc2ccccc2)C1 (stereo not given) the results were KCNQ2 inh inactive and Kir21 inh 0.03.
CCC(C)c1ccc(NC(=S)N2CCCC2)cc1 (stereo not given) was read as KCNQ2 inh inactive and Kir21 inh 1.3.
Cc1csc(SC(C)C(=O)NCC(=O)Nc2ccc(F)c(F)c2F)n1 (stereo not given) was read as KCNQ2 inh inactive and Kir21 inh -2.5.
For NNC1=N[C@H]2CS(=O)(=O)C[C@H]2S1 the results were KCNQ2 inh inactive and Kir21 inh 0.44.
For CCCCC1=CC2=C(c3ccco3)C(=O)C(C)(OC(=O)c3ccc(OC)cc3)C(=O)C2=CN1CCCOC(C)C (stereo not given) the results were KCNQ2 inh inactive and Kir21 inh 1.6.
CCCc1cc(=O)oc2cc(C)cc(OC(C)C(=O)NCC(O)c3ccccc3)c12 (stereo not given) was read as KCNQ2 inh inactive and Kir21 inh -0.56.
`O=c1[nH]c2c(s1)C(c1ccccc1)C1C3CCC(C3)C1S2` (stereo not given) gave KCNQ2 inh inactive and Kir21 inh 0.3.
Screening O=C(CCNC(=O)c1ccc(Br)cc1)NCc1ccccc1F returned KCNQ2 inh inactive and Kir21 inh -0.51.
For CCCN1C(=O)/C(=C2\SC(N3CCCCC3)=NC2=O)c2ccccc21 the results were KCNQ2 inh inactive and Kir21 inh 0.1.
For CC(C)(C)NC(=O)CN(C(=O)CCC(=O)Nc1nccs1)c1ccc2c(c1)OCCO2 the results were KCNQ2 inh inactive and Kir21 inh 0.83.
C#CCOCCOCCOCCNc1nc(N2CCN(C(=O)Cn3cc(CC(C)O)nn3)CC2)nc(N2CCN(C(=O)[C@H](CCCCN)n3cc(CCC(=O)O)nn3)CC2)n1 (stereo not given in full) was read as KCNQ2 inh inactive and Kir21 inh 0.22.
`CC(=O)c1cccc(NC(=O)CCNS(=O)(=O)c2cccc3nsnc23)c1` gave KCNQ2 inh inactive and Kir21 inh -0.2.
`Oc1ccccc1N=Cc1c(O)ccc2oc3c(c12)CCCC3` gave KCNQ2 inh inactive and Kir21 inh -0.39.
Screening COc1ccc(C(NC(=O)CNC(C)=O)C(=O)Nc2ccc3c(c2)OCCO3)cc1 (stereo not given) returned KCNQ2 inh inactive and Kir21 inh 0.54.
For COc1ccccc1NS(=O)(=O)c1cc(C(=O)NCCN2CCOCC2)ccc1Cl the results were KCNQ2 inh inactive and Kir21 inh -0.87.
O=C(Nc1sc2c(c1C(=O)O)CCCCC2)c1cccnc1 was read as KCNQ2 inh inactive and Kir21 inh 0.06.
`CC(=O)Nc1ccc(OCC(O)CN2CCN(c3ccc(Cl)cc3)CC2)cc1` (stereo not given) gave KCNQ2 inh inactive and Kir21 inh 0.35.
Screening C[C@H](NC(=O)C1(c2ccccc2)CCN(C(=O)[C@H]2CSCN2C(=O)OC(C)(C)C)CC1)C(=O)O returned KCNQ2 inh inactive and Kir21 inh 0.45.
For Cn1cccc1/C=N/NC(=O)c1ccc(OC(F)(F)C(F)F)cc1 the results were KCNQ2 inh inactive and Kir21 inh 1.2.
Screening CCOC(=O)c1ccccc1NC(=O)c1c(N)n(C)c(=O)[nH]c1=O returned KCNQ2 inh inactive and Kir21 inh -2.5.
For CCOc1ccc(-c2nonc2NC(=O)c2ccco2)cc1 the results were KCNQ2 inh inactive and Kir21 inh 1.
Cc1nnc(NC(=O)c2ccc(-c3ccc([N+](=O)[O-])cc3)o2)s1 was read as KCNQ2 inh inactive and Kir21 inh -1.3.
For O=C(Oc1ccc2ccccc2c1Br)N1CCCCCC1 the results were KCNQ2 inh -6.7* and Kir21 inh -1.5.
For CCOc1ccc2c(c1)N(C(=O)CN1C(=O)CCC1=O)C(C)(C)C=C2C the results were KCNQ2 inh inactive and Kir21 inh 0.1.
`CN(C)CCN1C(=O)C(=O)/C(=C(/O)c2ccc(S(=O)(=O)N3CCOCC3)cc2)C1c1ccc(F)cc1` (stereo not given) gave KCNQ2 inh inactive and Kir21 inh -0.73.
For COc1ccc(CC(=O)Nc2cccc(/C(C)=N/NC(=O)C3(C)CC3(Br)Br)c2)cc1 (stereo not given) the results were KCNQ2 inh inactive and Kir21 inh -0.24.
For CCN(CC)C(=O)COc1ccc(N(C)S(=O)(=O)c2ccc(NC(C)=O)cc2)cc1 the results were KCNQ2 inh inactive and Kir21 inh -1.8.
Screening Cc1nn(-c2ccccc2)c(N)c1N=Nc1ccc2ccccc2c1 returned KCNQ2 inh inactive and Kir21 inh -1.6.
`C=CCC(NCc1ccco1)c1ccc(OC)cc1OC` (stereo not given) gave KCNQ2 inh inactive and Kir21 inh -1.1.
`CCc1ccccc1NC(=O)c1cc(-c2ccc(F)cc2)on1` gave KCNQ2 inh inactive and Kir21 inh -0.38.
For Clc1cccc(Cl)c1COn1nnc2ccccc21 the results were KCNQ2 inh inactive and Kir21 inh -0.75.
Screening Cc1ccc2oc(=O)c3cc(C(=O)Nc4cc(-c5cccc(F)c5)no4)sc3c2c1 returned KCNQ2 inh inactive and Kir21 inh 0.49.
`COc1ccc(CCNc2nc(-c3sc(N)nc3C)cs2)cc1OC` gave KCNQ2 inh inactive and Kir21 inh 0.24.

Arranged by count of non-hydrogen atoms (rising): some entries from above.
`C=CCC(NCc1ccco1)c1ccc(OC)cc1OC` (stereo not given) gave KCNQ2 inh inactive and Kir21 inh -1.1.
`CCc1ccccc1NC(=O)c1cc(-c2ccc(F)cc2)on1` gave KCNQ2 inh inactive and Kir21 inh -0.38.
`COc1ccc(CCNc2nc(-c3sc(N)nc3C)cs2)cc1OC` gave KCNQ2 inh inactive and Kir21 inh 0.24.
For CCN(CC)C(=O)COc1ccc(N(C)S(=O)(=O)c2ccc(NC(C)=O)cc2)cc1 the results were KCNQ2 inh inactive and Kir21 inh -1.8.

Pulled by structure from the entries so far (4):
Screening Cc1ccc2oc(=O)c3cc(C(=O)Nc4cc(-c5cccc(F)c5)no4)sc3c2c1 returned KCNQ2 inh inactive and Kir21 inh 0.49.
For CCN(CC)C(=O)COc1ccc(N(C)S(=O)(=O)c2ccc(NC(C)=O)cc2)cc1 the results were KCNQ2 inh inactive and Kir21 inh -1.8.
`COc1ccc(CCNc2nc(-c3sc(N)nc3C)cs2)cc1OC` gave KCNQ2 inh inactive and Kir21 inh 0.24.
`CCc1ccccc1NC(=O)c1cc(-c2ccc(F)cc2)on1` gave KCNQ2 inh inactive and Kir21 inh -0.38.
